LRH-1 inv ag: NR5A2 inverse agonism in reporter assay. HEK293T StAR-luciferase reporter, LRH-1 transfected, 24 h. inhibition, % at 3.6 µM. 360,000 tested, 0.13% active;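 active = inhibition above the mean inhibition of all tested compounds plus 3 SD, cut at about 73% in these data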;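 note: 0% = DMSO wells and 100% = reporter-only cells lacking LRH-1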
TLR9-MyD88 inh: blocks human TLR9 binding to MyD88; AID 504734; inhibition, % at 4.98 µM; CHO BLA complementation TLR9-MyD88, CCF4 FRET ratio; 340,000 tested, 0.21% active; Q9NR96+Q99836;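 active = inhibition above the mean over all tested compounds plus 3 SD, cut at about 21% in these data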;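 note: 0% = DMSO only wells and 100% = clavulanate BLA inhibitor control wells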
Target sequence (Q99836 whole entry, looked up): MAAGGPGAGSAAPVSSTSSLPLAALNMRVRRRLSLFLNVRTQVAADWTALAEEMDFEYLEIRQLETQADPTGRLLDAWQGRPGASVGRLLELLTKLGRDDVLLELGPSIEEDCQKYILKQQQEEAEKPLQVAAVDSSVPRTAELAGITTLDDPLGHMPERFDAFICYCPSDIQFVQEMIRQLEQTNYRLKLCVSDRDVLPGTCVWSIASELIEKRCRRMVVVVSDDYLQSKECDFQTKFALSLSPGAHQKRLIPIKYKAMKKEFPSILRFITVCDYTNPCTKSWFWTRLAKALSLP
Target sequence (Q9NR96 whole entry, looked up): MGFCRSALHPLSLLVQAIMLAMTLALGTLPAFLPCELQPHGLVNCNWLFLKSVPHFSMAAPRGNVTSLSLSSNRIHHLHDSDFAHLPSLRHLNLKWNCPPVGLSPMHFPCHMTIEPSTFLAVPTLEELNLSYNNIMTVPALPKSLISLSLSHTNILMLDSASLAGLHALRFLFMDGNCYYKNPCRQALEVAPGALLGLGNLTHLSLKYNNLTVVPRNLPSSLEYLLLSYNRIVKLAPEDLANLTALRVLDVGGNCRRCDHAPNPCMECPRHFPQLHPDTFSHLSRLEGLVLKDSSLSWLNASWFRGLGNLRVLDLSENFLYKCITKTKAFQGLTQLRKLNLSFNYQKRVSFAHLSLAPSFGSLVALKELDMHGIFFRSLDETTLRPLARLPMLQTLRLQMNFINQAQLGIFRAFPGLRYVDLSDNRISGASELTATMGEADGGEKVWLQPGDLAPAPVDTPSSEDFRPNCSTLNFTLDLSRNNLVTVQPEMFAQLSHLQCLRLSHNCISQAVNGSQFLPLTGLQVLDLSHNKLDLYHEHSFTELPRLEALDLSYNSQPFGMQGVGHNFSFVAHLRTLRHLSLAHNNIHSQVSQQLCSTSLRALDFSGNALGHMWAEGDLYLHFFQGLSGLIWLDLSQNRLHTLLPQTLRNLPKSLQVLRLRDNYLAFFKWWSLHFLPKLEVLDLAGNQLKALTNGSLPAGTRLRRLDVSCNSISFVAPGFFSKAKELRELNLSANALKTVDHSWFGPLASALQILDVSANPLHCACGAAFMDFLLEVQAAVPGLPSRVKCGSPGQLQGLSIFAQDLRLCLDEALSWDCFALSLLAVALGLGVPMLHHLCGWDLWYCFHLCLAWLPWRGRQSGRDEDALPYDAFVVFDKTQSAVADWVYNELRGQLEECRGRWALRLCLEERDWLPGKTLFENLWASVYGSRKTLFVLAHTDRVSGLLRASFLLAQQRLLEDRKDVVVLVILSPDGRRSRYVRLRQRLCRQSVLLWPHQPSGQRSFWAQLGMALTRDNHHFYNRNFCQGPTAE
NOD2 RIPK2 PPI: blocks binding of human NOD2 to RIPK2; 360,000 tested, 0.38% active; inhibition, % at 4.98 µM; O43353; AID 624267; CHO BLA complementation NOD2-RIPK2, CCF4 ratio; in the data active = inhibition above about 21%;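 note: 0% = vehicle only and 100% = reference blocker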
TRAIL sens C8: sensitizes caspase-8 expressing cells to TRAIL; NB7+C8 cells + TRAIL, ATPlite viability luminescence; 360,000 tested, 1% active; inhibition (viability loss, TRAIL sensitization), % at 10 µM; AID 624354;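 active = compounds causing at least 50% loss of cell viability in the single-dose screen, relative to plate controls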
TWEAK Fn14 block: blocks TWEAK-Fn14 interaction in a reporter cell assay; TWEAK-stimulated Fn14 reporter cells, luciferase luminescence, 8 h; inhibition, % at 10 µM; 360,000 tested, 2% active; AID 1159606; in the data active = inhibition above about 50%
SRC1 inh: inhibits human SRC1 coactivator. Q15788. HEK293 GAL4-SRC1 luciferase reporter, luminescence. inhibition, % at 3.6 µM. 360,000 tested, 0.12% active. AID 588354;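 active = inhibition above the campaign mean plus 3 SD, with each screening campaign given its own cutoff, cut at about 60% in these data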;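 note: 0% = DMSO treated cells and 100% = gossypol at 36 µM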
EBV LMP1 NFkB: inhibitors of Epstein-Barr LMP1-induced NF-kappaB reporter | inhibition, % at 12.5 µM | LMP1-induced NF-kappaB luciferase reporter cells, luminescence | 350,000 tested, 0.69% active; in the data active = inhibition above about 41%;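 note: 0% = neutral control wells and 100% = reference inhibitor control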
NCOA2 inhibitor: inhibits human steroid receptor coactivator 2. 370,000 tested, 0.17% active. Q15596. inhibition, % at 9 µM. HEK293 GAL4-SRC2 luciferase reporter, luminescence;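 active = inhibition above the mean inhibition of all tested compounds plus 3 SD, set per campaign, cut at about 52% in these data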;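 note: 0% = DMSO treated cells and 100% = cells given Gossypol at 36 µM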
NCOA3 inh: inhibits human SRC3 coactivator | HEK293 GAL4-SRC3 luciferase reporter, luminescence | inhibition, % at 3.6 µM | 360,000 tested, 0.17% active | AID 588352;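 active = inhibition above a per-campaign cutoff, the mean of all compounds plus 3 SD, cut at about 60% in these data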;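 note: 0% = DMSO-treated cells and 100% = gossypol-treated cells at 36 µM; higher means less SRC3-driven luciferase light from the GAL4 reporter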
COUP-TFII inh: NR2F2 (human) inhibition, primary screen; P24468; HEK293T NGFI-A luciferase reporter, luminescence; inhibition, % at 8.6 µM; 370,000 tested, 0.7% active;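 active = inhibition above a per-plate cutoff, mean inhibition of test wells between control levels plus 3 SD, cut at about 38% in these data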;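 note: cells cotransfected with COUP-TFII expression vector driving the NGFI-A reporter; 0% = median of COUP-TF2 test wells and 100% = reporter-only cells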
TROY NFkB inh: blocks TROY-dependent signaling in reporter cells | Q293 LMP1-TROYcd NF-kB luciferase reporter, 4 h | inhibition, % at 10 µM | 360,000 tested, 0.98% active | AID 1347056;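 active = compounds whose plate-normalised and pattern-corrected inhibition of the luciferase reporter signal at the single screening dose is 50% or more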
* = called active by the depositor; . = no result given. Some of the compounds tested (hit frequency here may not be typical).

SMILES	LRH-1 inv ag	TLR9-MyD88 inh	NOD2 RIPK2 PPI	TRAIL sens C8	TWEAK Fn14 block	SRC1 inh	EBV LMP1 NFkB	NCOA2 inhibitor	NCOA3 inh	COUP-TFII inh	TROY NFkB inh
Cc1ccc(S(=O)(=O)N2CCOCC2)cc1C(=O)NC(C)CCc1ccccc1 (stereo unspecified)	4	8	-1	-17	8	7	-2	20	-4	14	-5
CC(=O)C(=Cc1ccc(-c2ccccc2)cc1)C(=O)c1ccccc1	-2	.	-7	31	55*	.	.	-23	.	0	11
C=CCNc1nc(NCc2ccccc2)nc(OCC)n1	-6	-3	-5	-9	-2	-6	0	2	-8	-14	10
CCOC(=O)C1=C(C)NC(=O)NC1c1ccccc1 (stereo unspecified)	13	-10	-2	-21	7	-2	27	2	-21	-4	3
CCSc1nc2sc3c(c2c(=O)n1CC)CCC3	3	1	4	11	-10	9	12	20	-8	-4	6
Cc1c(OC(C)C(=O)N2C[C@H]3C[C@@H](C2)c2cccc(=O)n2C3)ccc2c3c(c(=O)oc12)CCC3 (stereo partly specified)	-6	0	6	-31	13	-46	4	11	0	-29	-19
CCOc1cc(N2CCOCC2)c(OCC)cc1NC(=O)c1ccco1	10	0	5	-6	9	8	2	0	-2	1	2
COc1ccc(C(=O)NC(=S)Nc2cccc3nc(C)ccc23)cc1OC	1	.	-6	-6	8	-15	.	12	13	15	18
Nc1c(Cl)ncnc1N1CCOCC1	-15	3	-6	-1	0	-18	0	-1	24	-4	-8
CC1=C[C@@H](C)[C@@H](c2ccc(C(F)(F)F)cc2)OC1=O	-10	3	-9	-5	-3	-2	-2	-13	12	13	-5
CCCOC(=O)C(C)n1cnc2sc(C)c(C)c2c1=O (stereo unspecified)	1	8	0	-2	5	-19	-4	0	-5	6	-8
COc1ccc(N2C(=O)c3ccccc3NC2c2ccccc2O)cc1 (stereo unspecified)	-148	-1	5	34	-41	-91	-19	-86	-81	-27	-50
Clc1cncc(Cl)c1N/N=C/c1ccncc1	-14	1	1	17	59*	28	34	18	41	24	63*
Clc1cccc(CN2CCC3CC2c2cc(N4CCCCC4)ccc23)c1 (stereo unspecified)	-11	-9	-7	2	-20	-10	-6	-8	7	10	7
COC(=O)C(N)CCCCN (stereo unspecified)	11	-3	-2	2	-18	4	1	3	-21	0	8
COc1cccc(CNC(=O)[C@@H]2CCCN2C(=O)[C@H]2CCCCN2C(=O)c2ccc(Cl)cc2)c1	14	.	-1	-1	3	.	.	-20	.	8	3
CCOC(=O)N1CCC(NC(=O)C2CCCN(Cc3nc(-c4ccc(CC)cc4)oc3C)C2)CC1 (stereo unspecified)	31	5	-3	33	11	4	33	19	38	54*	13
Nc1ccn(CC(=O)NCc2ccccc2)c(=O)n1	4	10	-14	6	5	-31	-4	20	-5	-2	-15
O=C(NC12CC3CC(CC(C3)C1)C2)N1CCC(O)CC1	3	7	-10	1	3	-6	2	-10	20	0	9
O=C(c1ccccc1)c1cc([N+](=O)[O-])ccc1N1CCCC1	12	-7	-10	10	4	5	-5	6	17	9	6
O=C(CSc1nnnn1-c1ccccc1)NCC1(N2CCCCC2)CCCCC1	-7	10	4	-2	9	-28	-10	-34	8	1	-13
COc1ccc(-c2ccc(CN3C(C(C)C)C(=O)N(Cc4cn(CC5CCCCC5)nn4)CCS3(=O)=O)cc2)cn1 (stereo unspecified)	-2	2	1	7	26	-9	9	-1	-6	0	-1
c1cncc(-c2ccc3ncnc(NCc4ccc5c(c4)OCO5)c3c2)c1	1	0	-4	18	35	6	1	17	-8	4	12
Cc1cccc(Nc2c(F)c(F)c(F)c(F)c2C(=O)O)c1	-6	0	0	-3	7	-8	-2	-34	13	3	12
C=CCC(C(=O)OC)(C(=O)OC)c1ccc([N+](=O)[O-])cc1[N+](=O)[O-]	0	-9	3	5	19	-25	1	-30	23	2	7
COc1cc(O)c(C(CC(=O)N2CCN(c3ccccc3)CC2)c2ccc(N(C)C)cc2)c(OC)c1 (stereo unspecified)	-1	3	1	6	-11	0	4	-10	-3	2	0
S=c1[nH]nc(-c2ccccc2Cl)n1CC1CCCO1 (stereo unspecified)	-10	11	13	2	-16	-12	-7	20	14	9	17
CCCCCNC(=O)C1C(=O)Nc2ccccc2C(=O)N1c1c(C)cccc1C (stereo unspecified)	20	.	4	8	.	.	.	-18	.	2	.
N#CC1=C(N)Oc2c(ccc3ccccc23)C1c1ccsc1 (stereo unspecified)	-44	6	1	6	-4	-100	-6	-15	-87	-44	-61
Cc1ccccc1C1CC(c2cccs2)=NN1S(C)(=O)=O (stereo unspecified)	4	9	-11	2	15	-21	2	-25	5	-9	-14

Four records picked at random from the list so far, as already listed:
SMILES	LRH-1 inv ag	TLR9-MyD88 inh	NOD2 RIPK2 PPI	TRAIL sens C8	TWEAK Fn14 block	SRC1 inh	EBV LMP1 NFkB	NCOA2 inhibitor	NCOA3 inh	COUP-TFII inh	TROY NFkB inh
S=c1[nH]nc(-c2ccccc2Cl)n1CC1CCCO1 (stereo unspecified)	-10	11	13	2	-16	-12	-7	20	14	9	17
O=C(CSc1nnnn1-c1ccccc1)NCC1(N2CCCCC2)CCCCC1	-7	10	4	-2	9	-28	-10	-34	8	1	-13
O=C(c1ccccc1)c1cc([N+](=O)[O-])ccc1N1CCCC1	12	-7	-10	10	4	5	-5	6	17	9	6
O=C(NC12CC3CC(CC(C3)C1)C2)N1CCC(O)CC1	3	7	-10	1	3	-6	2	-10	20	0	9

Next part
SMILES	LRH-1 inv ag	TLR9-MyD88 inh	NOD2 RIPK2 PPI	TRAIL sens C8	TWEAK Fn14 block	SRC1 inh	EBV LMP1 NFkB	NCOA2 inhibitor	NCOA3 inh	COUP-TFII inh	TROY NFkB inh
Cc1nc2c(c(C)nn2-c2ccccc2)c(C)c1Cl	-15	6	-11	-11	3	-14	-2	2	-3	1	5
Cc1cccn2c(=O)c3cc(C(=O)NCCN4CCOCC4)c(=N)n(CCN4CCOCC4)c3nc12	-9	1	-2	14	13	5	2	-30	-6	-22	12
CCN1C(=O)c2ccc(C(=O)Nc3cccc(C(=O)O)c3)cc2C1=O	-4	-14	-12	-1	5	-32	-13	-7	-19	-7	-53
CC1Cc2ccccc2N1CC(=O)Nc1ccc(S(=O)(=O)N(C)C)cc1 (stereo unspecified)	-2	3	7	1	-3	-1	-4	-12	9	4	-2
FC(F)Oc1ccccc1NC(=S)NCCc1ccccc1	-13	-7	-4	-5	13	0	-1	-5	10	0	4
COC(=O)c1cn(C)c2ccc(S(=O)(=O)N3CCCCC3)cc2c1=O	24	-3	-7	-8	-2	9	1	5	14	-10	15
Cc1oc(/C=N/NC(=O)CN(c2ccccc2Cl)S(C)(=O)=O)cc1Br	-7	-9	0	-12	-3	15	0	-3	11	10	4
CN(C)C(CNC(C(=O)Nc1ccc([N+](=O)[O-])cc1Br)c1ccccc1)c1ccccc1 (stereo unspecified)	-16	0	7	3	1	-13	-6	-7	-23	-5	2
Cc1cc(C)cc(-n2c(C)cc(C(=S)N3CCOCC3)c2C)c1	5	-4	-9	-10	-13	0	3	-1	6	13	-18
Cc1ccc2[nH]c(=O)c(CN(CCCN3CCOCC3)C(=O)NC3CCCCC3)cc2c1	-4	2	-3	-11	5	-5	-8	1	7	-8	8
COc1ccc(/C=C/C(=O)NC(=S)Nc2ccccc2)cc1OC	7	-2	6	-15	-10	6	-5	7	-10	9	-24
Cc1cc(COC(=O)C2N3C(=O)[C@@H](NC(=O)COc4ccccc4)[C@H]3SC2(C)C)on1 (stereo partly specified)	-8	5	8	-13	-4	-32	3	2	2	1	8
Cc1ccc(C)c(CN2CCC(CNC(=O)Nc3ccc(F)c(Cl)c3)CC2)c1	3	-4	9	12	0	-7	6	14	-6	8	14
CCc1ccccc1NC(=O)Cn1nc(C(F)(F)F)c2c1CCC2	7	-4	-10	-1	5	-14	2	7	15	3	-3
CN(C)/C=C(\C#N)C(=O)Nc1ccccc1	-41	-2	6	-2	-4	-66	-15	-25	-32	-7	-18
OCCN1C2=NCCCN2c2ccccc21	8	8	0	15	10	2	-2	26	5	10	15
CC(NC(=O)c1ccc(N(C)C)c([N+](=O)[O-])c1)c1ccc(-n2ccnc2)cc1 (stereo unspecified)	16	-9	-8	4	-16	1	-6	6	12	6	-13
Cc1cccc2nc(-c3ccco3)oc(=O)c12	23	7	4	-2	2	16	-7	-22	-13	-6	-9
CN(C)CCCn1c2c(c(SCC(=O)Nc3nccs3)nc1=O)CCC2	4	6	-5	-4	2	16	6	-18	12	4	4
CCN(CC)c1ccc(CN(C(=O)c2ccco2)C2CCS(=O)(=O)C2)cc1 (stereo unspecified)	-2	8	4	-8	3	3	-10	.	18	.	7
O=C(O)CCCNC(=O)CCCn1nnc2ccccc2c1=O	-17	6	-1	4	9	4	0	-29	-1	-16	-10
CCCn1c(SCC(=O)c2cc(OC)ccc2OC)nnc1-c1ccco1	-14	-4	2	-3	5	4	1	15	8	0	0
Cc1ccc(C(=O)NCCOC23CC4CC(CC(C4)C2)C3)cc1	-19	10	-5	15	-11	0	5	-3	-27	12	-26
O=C(Nc1cc(Cl)ccc1-n1cncn1)c1cccc(S(=O)(=O)N2CCOCC2)c1	14	-7	2	9	-4	-1	-4	10	-14	-18	-5
O=c1cc(-c2ccccc2)c2ccccc2[nH]1	11	3	8	9	-12	-10	2	-18	9	9	11
COC(=O)c1c(NS(=O)(=O)c2ccc3ccccc3c2)sc2c1CCCC2	7	-9	-7	-8	14	10	1	-7	-1	11	37
CC(=O)NCC(O)c1ccc([N+](=O)[O-])cc1 (stereo unspecified)	-4	2	2	-19	4	-7	-8	22	-24	-16	-21
O=C(ON=C1CCN(c2ccc([N+](=O)[O-])cc2)CC1)c1ccccc1	-1	-10	-1	-6	7	-2	-6	0	8	-3	12
Cn1c(=O)[nH]c2c(cnn2C)c1=O	3	-2	11	-18	-7	-1	2	-4	-11	-13	0
Cc1cc(=O)oc2cc(NC(=S)NCc3ccccn3)ccc12	-5	-6	2	-5	-22	-39	-5	-16	9	-30	-16
Cc1nnc(SCC(=O)N(Cc2ccccc2)C(C)C)n1-c1ccccc1	-4	0	-8	4	0	7	11	19	9	-2	-10
CNC(=S)SCCOc1ccccc1C	7	-2	-2	-11	-13	-16	-2	10	19	6	-19
CCC(C)NS(=O)(=O)c1ccc(OCC(=O)N2CCCC2)cc1 (stereo unspecified)	12	-4	-6	-4	12	6	-5	-13	14	12	10
CSc1ccccc1NC(=O)Nc1ccccc1Cl	-39	4	2	-16	-10	-18	-8	-19	7	-11	-14
COc1ccc2[nH]cc(CCNC(=O)Cc3ccc(F)cc3)c2c1	10	-6	4	-17	-4	-6	6	16	-4	8	6
CN(Cc1ccccc1F)C(=O)CCNC(=O)c1ccc(C(C)(C)C)cc1	-8	-1	8	3	2	-11	33	16	12	3	-19
Cc1[nH]c2ccccc2c1C(c1ccncc1)N1CCN(c2ccc(F)cc2)CC1 (stereo unspecified)	20	-13	-6	-5	5	20	7	1	-2	1	16
COc1ccc([N+](=O)[O-])cc1NC(=O)c1csc(C)c1	13	2	-9	-1	-27	-19	-21	-23	-19	-21	-22
Cc1c(O)c(=O)c2ccccc2n1C	-7	-2	4	12	-6	-7	-10	15	2	-11	0
CC1CC(C)CN(C(=O)CCCNC(=O)c2ccc(Cl)cc2)C1 (stereo unspecified)	6	-11	0	-5	14	-34	4	-38	-8	17	-20
